# Avidin bead fluor: compound fluoresces at 488/530 nm on avidin beads. compound fluorescence 488/530 nm, flow cytometry; hits give high values. actives 0.38% (n = 220,000). fluorescence (KMESF) at 10 µM; in the data active = fluorescence above about 47; also: inactives centre near 10
# Cdc42 wt: modulators (inhibitors or activators) of GTP binding to human Cdc42 wildtype. actives 0.2% (n = 190,000). GST-Cdc42 beads, Bodipy-GTP binding, flow cytometry; actives lie on both sides. P60953. percent activity (GTP binding), % at 10 µM;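 active = percent activity GTP binding at least 20 points away from the 100% baseline, either down as inhibitor or up as activator; inconclusive = compound flagged as likely green fluorescent from well-wide comparison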;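 also: median bead fluorescence of bound Bodipy-FL-GTP at 100 nM; 0% = excess unlabeled GTP control and 100% = no compound control; below 100% means less GTP binding so inhibitor and above means activator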
# ABCG2 block: human ABCG2 inhibition, ABCB1 as counter-screen | IgMXP3 cells, JC-1 efflux, flow cytometry | actives 0.1% (n = 190,000) | inhibition, % at 6.6 µM;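 active = inhibition above 80%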;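 also: 0% = DMSO and 100% = nicardipine control wells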
#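 Measure – % inhibition of efflux relative to nicardipine and DMSO · Test system – ABCG2 IgMXP3 and barcoded ABCB1 CCRF-Adr cell mix · Control set – nicardipine as high control, DMSO as low control · Compound – one concentration, 6.6 µM final · Signal – flow cytometry of retained JC-1 fluorescence · Timing – 10 min exposure at 25 °C with rotation, no wash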
# GSH fluor: GSH bead compound fluorescence profile. GSH beads flow cytometry, compound fluorescence 488/530 nm; hits give high values. fluorescence (KMESF) at 10 µM. actives 0.25% (n = 190,000); in the data active = fluorescence above about 89;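 also: glutathione beads carrying GST-tagged Bcl family fusion proteins plus one bare bead set; values are compound well signal with DMSO vehicle wells as background; inactives centre near 16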
# Rab7 wt GTP bind: alters GTP binding to wildtype dog Rab7. GST-Rab7 beads, fluorescent GTP binding, flow cytometry; actives lie on both sides; untreated = 100%, excess cold GTP = 0%. GTP binding activity (percent of control), % at 10 µM. actives 0.055% (n = 190,000). AID 758;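 active = fluorescent GTP binding to Rab7 beads changed by at least 20 points from the 100% baseline, either direction, mostly lower; inconclusive = compound itself probably fluorescent, or too few beads counted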;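 also: median green fluorescence of bound Bodipy-FL-GTP per Rab7 bead population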
# Rac1 wt GTP bind: modulators of human Rac1 wildtype GTP binding. P63000. GST-Rac1 beads, fluorescent GTP binding, flow cytometry; actives lie on both sides; 0 = cold GTP competed, 100 = untreated. GTP binding activity (% of control), % at 10 µM. actives 0.27% (n = 190,000). AID 757;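 active = GTP binding activity at least 20 points away from the 100% control level, either lower or higher; inconclusive = compound flagged as likely green fluorescent, judged across all proteins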
# Pf gamet viab: kills late stage P. falciparum gametocytes; P. falciparum stage V gametocytes, ATP luminescence, 24 h; inhibition, % at 10.9 µM; actives 0.065% (n = 150,000); AID 743093;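 active = inhibition above the mean plus 3 SD of compounds within the control limits, set per campaign, cut at about 38% in these data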;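 also: 0% = DMSO wells and 100% = medium only without gametocytes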
# Rac1 act GTP bind: human Rac1 activated mutant GTP binding change; P63000; GST-Rac1 activated beads, fluorescent GTP binding, flow cytometry; actives lie on both sides; 100% means binding = to untreated wells; percent activity (GTP binding), % at 10 µM; actives 0.11% (n = 190,000); AID 764;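 active = GTP binding at least 20 percentage points away from the 100% baseline, in either direction, so actives lie on both sides; inconclusive = Compound likely fluorescent itself, or too few beads counted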
# Rab2 wt GTP: changes GTP binding to wildtype dog Rab2A, up or down | GST-Rab2 wt beads, Bodipy-GTP binding, flow cytometry | AID 760 | GTP binding activity, % at 10 µM | actives 0.19% (n = 190,000) | P61105;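 active = GTP binding activity at least 20 points away from 100%, either lowered or raised; inconclusive = signal likely due to the compound's own green fluorescence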;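 also: 0% = beads with excess unlabeled GTP and 100% = no-compound control corrected for plate trend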
# HRas wt GTP: human HRas wildtype GTP binding, change in either direction; P01112; GST-Ras wt beads, Bodipy-FL-GTP binding, flow cytometry; actives lie on both sides; GTP binding activity, % at 10 µM; actives 0.14% (n = 190,000);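 active = GTP binding activity at least 20% away from the 100% baseline, either lowered as inhibitor or raised as activator; inconclusive = flagged as likely green fluorescent, judged across all proteins in the well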;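 also: 0% = unlabeled GTP competition control and 100% = no-compound control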
# ABCB1 block: blocks JC-1 efflux by human ABCB1 transporter. CCRF-Adr cells, flow cytometry. actives 0.067% (n = 190,000). AID 1326. inhibition, % at 6.6 µM; in the data active = inhibition above about 40%;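 also: 0% = vehicle and 100% = reference inhibitor; higher value means more JC-1 retained so stronger ABCB1 efflux block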
# Target sequence (P08183 whole entry, looked up): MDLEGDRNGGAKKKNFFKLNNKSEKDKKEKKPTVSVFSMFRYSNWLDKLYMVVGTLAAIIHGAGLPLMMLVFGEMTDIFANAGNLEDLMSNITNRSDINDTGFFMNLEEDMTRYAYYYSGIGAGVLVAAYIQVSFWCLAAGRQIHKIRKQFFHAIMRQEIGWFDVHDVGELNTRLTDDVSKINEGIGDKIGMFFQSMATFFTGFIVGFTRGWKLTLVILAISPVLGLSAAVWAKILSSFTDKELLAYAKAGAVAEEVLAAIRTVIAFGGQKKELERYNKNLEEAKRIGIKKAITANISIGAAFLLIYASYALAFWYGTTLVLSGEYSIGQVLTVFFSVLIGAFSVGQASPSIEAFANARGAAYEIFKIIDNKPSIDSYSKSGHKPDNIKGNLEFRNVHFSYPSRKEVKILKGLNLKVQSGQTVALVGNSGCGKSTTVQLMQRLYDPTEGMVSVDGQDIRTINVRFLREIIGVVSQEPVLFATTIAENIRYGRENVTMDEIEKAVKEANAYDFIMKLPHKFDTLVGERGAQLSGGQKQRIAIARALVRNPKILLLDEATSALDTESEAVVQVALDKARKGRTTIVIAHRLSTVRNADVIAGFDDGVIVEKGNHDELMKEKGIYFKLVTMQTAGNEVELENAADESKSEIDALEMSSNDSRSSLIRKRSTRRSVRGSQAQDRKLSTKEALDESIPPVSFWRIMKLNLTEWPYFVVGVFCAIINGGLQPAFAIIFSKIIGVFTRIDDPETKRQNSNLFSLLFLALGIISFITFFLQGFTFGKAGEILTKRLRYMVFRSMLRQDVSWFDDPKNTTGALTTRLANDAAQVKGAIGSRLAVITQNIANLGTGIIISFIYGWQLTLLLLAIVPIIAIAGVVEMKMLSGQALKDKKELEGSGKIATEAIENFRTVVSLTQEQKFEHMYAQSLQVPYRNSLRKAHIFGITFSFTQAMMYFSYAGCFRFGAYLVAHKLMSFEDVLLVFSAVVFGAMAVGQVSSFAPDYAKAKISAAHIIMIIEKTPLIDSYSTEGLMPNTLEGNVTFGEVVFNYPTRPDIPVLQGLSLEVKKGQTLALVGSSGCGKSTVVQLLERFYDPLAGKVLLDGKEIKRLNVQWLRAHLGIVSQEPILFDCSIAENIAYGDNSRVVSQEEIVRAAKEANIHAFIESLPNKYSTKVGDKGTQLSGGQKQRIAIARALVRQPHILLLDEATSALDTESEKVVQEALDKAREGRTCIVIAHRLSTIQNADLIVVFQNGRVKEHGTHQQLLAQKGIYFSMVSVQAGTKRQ
# Active calls of the source: *; ? = inconclusive; nt = not tested or not shown; [ ] = dose if it differs, or a comment.
SMILES,Avidin bead fluor,Cdc42 wt,ABCG2 block,GSH fluor,Rab7 wt GTP bind,Rac1 wt GTP bind,Pf gamet viab,Rac1 act GTP bind,Rab2 wt GTP,HRas wt GTP,ABCB1 block
Cc1ccc(S(=O)(=O)N2c3ccccc3NC(=O)CC2C)cc1 (stereo not given),8,101,2,57,96,101,nt,97,98,99,0.9
Cc1ccc(S(=O)(=O)N/N=C/c2cc(Br)c(C)o2)cc1,4,101,0,24,99,102,3,102,105,103,0.0
Cn1cccc1C(=O)NC(=O)COC(=O)c1cc(S(=O)(=O)N2CCCCC2)ccc1Cl,12,99,4,14,101,101,-6,98,101,99,1.0
CCNC1=C(Cl)C(=O)c2ccccc2C1=O,7,97,5,51,97,96,nt,97,97,97,2.4
CC(C)(C)c1cc(C(=O)N/N=C/c2ccco2)n[nH]1,17,99,nt,9,96,98,nt,96,96,96,nt
NNC(=O)c1nc(-c2ccccc2)n2c1CCCCC2,25,101,18,24,102,108,nt,100,101,103,1.2
CC1(C)CC(=O)C2=C(C1)N(CC1CCCO1)C(=O)C2(O)C(F)(F)F (stereo not given),9,99,2,7,97,102,20,97,97,97,0.8
Cc1ccccc1NC(=O)Cn1nnc(S(=O)(=O)c2ccc(C(C)(C)C)cc2)c1N,4,100,-1,13,102,103,nt,98,100,102,-1.3
COc1ccc(OCC(=O)N2CCN(c3cccc(C(F)(F)F)c3)CC2)cc1,4,101,5,13,97,101,nt,96,98,98,0.8
Cc1ccc(-c2cc(C(F)F)n3ncc(C(=O)Nc4ccc(S(=O)(=O)Nc5ccccc5C)cc4)c3n2)cc1,20,99,0,16,96,97,-15,97,96,96,-0.1
CCOC(=O)N1CCN(c2c(NCc3ccc(N(C)C)cc3)c(=O)c2=O)CC1,8,100,-3,20,102,104,nt,100,103,101,-2.3
Cc1cc(C)n(-c2ccc(C(=O)N3CCC(CO)(Cc4ccccc4)CC3)cc2)n1,13,97,3,13,101,101,6,94,97,97,1.2
COc1ccc(S(=O)(=O)NC(CC(=O)NCCc2ccc(OC)c(OC)c2)C(C)C)cc1 (stereo not given),6,97,2,24,96,98,2,95,97,96,0.3
O=C(NNC(=O)c1ccccc1-n1cccc1)c1ccc(Cl)c(Cl)c1,12,99,4,10,97,101,2,97,98,99,0.9
NC(=O)CSc1nnc(COc2ccccc2)n1CCc1ccccc1,16,97,6,9,96,97,nt,95,95,97,0.4
CCNC(=S)N(CCc1c(C)[nH]c2ccccc12)Cc1cc(OC)c(OC)c(OC)c1,nt,101,4,18,97,101,nt,99,98,100,1.0
CC(Sc1ccc2c(c1)OCCO2)C(=O)Nc1ccc(N2CCOCC2)cc1 (stereo not given),8,94,11,26,91,94,4,94,96,95,1.9
O=C(NC(=S)NCCN1CCOCC1)c1ccc(F)cc1,2,104,1,6,101,109,1,105,105,105,0.2
COc1cc2[nH]c(=O)n(CCC(=O)N3CCN(Cc4ccccc4)CC3)c(=O)c2cc1OC,27,101,0,14,94,102,12,96,97,97,0.3
COc1ccccc1/C=C/C(=O)NCCC1=CCCCC1,11,93,1,10,87,93,nt,93,95,94,0.2
O=C(O)CCCNS(=O)(=O)c1ccc2c(c1)OCCCO2,6,101,2,11,99,101,-4,96,99,99,0.0
COc1ccc(C(C)=O)cc1CSc1nc2ccccc2c(=O)n1-c1ccccc1C,11,97,3,14,101,103,2,102,103,101,5.6
Cc1cc(Nc2ccc(Cl)cc2)nc(N)n1,11,97,-2,10,97,99,0,97,98,97,-0.4
COc1cccc(N2C(=O)CC(Nc3ccc(N4CCOCC4)cc3)C2=O)c1 (stereo not given),20,106,3,8,104,106,nt,98,101,106,0.5
O=C(Cc1ccccc1F)Nc1ccc(SC(F)F)cc1,3,103,3,6,100,105,-24,100,102,102,0.8
CCOC(=O)c1c(NC(=O)CSc2nnc(-c3c[nH]c4ccccc34)n2CCOC)sc2c1CCCCC2,1,94,13,16,99,99,nt,97,99,99,1.9
O=C(CCn1cnc2ccccc2c1=O)Nc1cccc(Cl)c1,35,100,3,50,102,105,nt,98,100,101,0.3
Cc1ccc2c(c1)sc1nc(=O)n(-c3ccc(Cl)cc3)c(=O)n12,18,96,0,8,96,95,-3,96,96,98,-0.3
CC(C)(C)C(=O)/C=c1\[nH]c(=O)/c(=C\c2ccc(F)cc2)s1,27,100,33,24,95,100,-7,101,97,98,0.5
Cn1c(N)c(C(=O)COC(=O)c2ccc(Cl)nc2)c(=O)n(C)c1=O,10,100,14,11,105,100,-13,95,97,98,-0.4
CN(C)CCN1C(=O)NC(C)(c2ccc([N+](=O)[O-])cc2)C1=O (stereo not given),8,91,0,52,107,97,-12,95,97,96,-0.2
O=C(NCc1ccc(F)cc1)C1CCN(S(=O)(=O)N2CCCCC2)CC1,8,101,0,17,104,104,nt,98,101,104,0.1
CCOC(=O)N1CCC(n2c(SCC(=O)Nc3nccs3)nc3ccsc3c2=O)CC1,35,97,35,24,99,105,nt,99,100,101,3.2
Cc1cccc(C(=O)Nc2cccc(OCC(=O)O)c2)c1,7,99,1,13,108,99,4,95,99,100,0.3
O=C(Nc1ccc2c(c1)CCC2)c1ccccc1Br,9,96,2,14,104,94,20,94,101,96,-0.1
COc1ccc(CN(C(=O)c2ccco2)c2ccc(Br)cc2)cc1OC,44,100,1,14,97,97,-17,97,98,100,0.3
Cc1ccc(-c2cc(C(=O)N(C)Cc3cnn(C)c3C)c3cc(Br)ccc3n2)cc1,12,98,-18,12,99,102,13,99,98,98,-1.1
Cc1ccc(OC(=O)N2CCOCC2)cc1,35,101,0,20,100,102,9,97,99,100,0.2
CCOc1ccccc1C1CC(c2ccc(Br)cc2)Nc2nc(N)nn21 (stereo not given),15,108,4,14,102,105,nt,101,102,103,0.1
C=CCNC(=S)Nc1ccc2nc(C)oc2c1,9,94,2,10,94,94,4,94,96,93,-0.1
Cc1ccc(NC(=O)c2ccccn2)c(Br)c1,7,95,1,12,97,97,16,97,96,94,-0.7
O=C(COC(=O)C1CCC(=O)N1)Nc1ccc(Cl)cc1Cl (stereo not given),7,100,5,15,97,101,5,99,98,98,0.3
CCOC(=O)CN(C(=O)CNC(=O)c1ccco1)C(C(=O)NC1CCCC1)c1ccccc1OCC (stereo not given),32,100,2,43,102,104,nt,96,101,100,0.3
COc1ccc(/C=N/NC(=O)c2cccc(NC(C)=O)c2)c(OC)c1,8,92,8,12,98,96,-12,94,98,98,1.3
Cc1ccccc1N/N=C/c1ccc(C#N)cc1,13,99,-3,22,94,103,-27,97,96,97,-2.9
Cc1ccc(CNC(=O)CCC2CCCN(Cc3cccc4cccnc34)C2)o1 (stereo not given),8,94,2,15,101,94,16,95,100,98,0.2
Cc1ccccc1C(=O)Oc1ccc(Sc2ccc(O)cc2)cc1,9,105,1,33,105,106,13,102,104,103,-0.1
CCOCCCN1CC(C(=O)NCCc2ccc(C)cc2)CC1=O (stereo not given),8,101,0,35,96,102,nt,98,98,100,-0.1
CC(=O)Nc1ccc(/C=N/OCC(=O)Nc2ccc(C)cc2)cc1,14,102,24,6,98,106,nt,100,101,101,1.2
O=C(C1CCCN(CCCc2ccccc2)C1)N1CCCCC1 (stereo not given),2,102,-3,6,100,103,nt,102,101,101,0.0
CCOC(=O)CSc1nc2cc(C(=O)N3CCCC3)ccc2c(=O)n1Cc1ccccc1,7,97,31,51,98,102,nt,100,100,97,11
Cc1ccc(CN2C(=O)CCC2C(=O)NC(C)C)cc1 (stereo not given),8,?,0,22,?,?,nt,?,?,?,0.1
C/C(=N/NC(=O)CSc1nc2ccccc2n1C)c1ccc(O)cc1,14,95,9,12,93,99,-2,96,93,96,0.9
CCCCOc1ccc(/C(N)=N/O)cc1,28,103,-2,22,100,109,nt,101,102,102,-0.1
COc1ccc(/C=N/N2CCOCC2)cc1O,4,99,2,7,100,100,nt,98,100,101,0.0
Cc1cccc(C(OC(=O)c2ccco2)C(=O)NCc2ccccc2)n1 (stereo not given),18,101,5,20,97,104,nt,97,99,99,0.3
N#Cc1ccccc1OCC(=O)N1CCc2ccccc2C1,11,97,5,65,106,100,nt,100,101,99,0.3
CCN(CC(=O)NCc1cccs1)C(=O)c1ccccc1Cl,13,101,0,68,104,99,-6,97,100,98,0.3
Cc1ccccc1C1CC(c2ccc(F)cc2)Nc2nc(N)nn21 (stereo not given),9,101,-3,18,99,105,nt,99,102,101,-2.4
Cc1ccc(NC(=S)Nc2ccc3nc(-c4ccccn4)c(-c4ccccn4)nc3c2)cc1C,12,101,-2,7,105,125*[activator],nt,104,100,103,0.0
# (cont.)
SMILES,Avidin bead fluor,Cdc42 wt,ABCG2 block,GSH fluor,Rab7 wt GTP bind,Rac1 wt GTP bind,Pf gamet viab,Rac1 act GTP bind,Rab2 wt GTP,HRas wt GTP,ABCB1 block
CCN1CCN(CCC(=O)Nc2ccc3c(c2)OCO3)CC1,5,104,1,15,100,107,nt,99,98,100,0.0
CCN(C(=O)COC(=O)c1ccccc1NC(=O)c1ccco1)C1CCS(=O)(=O)C1 (stereo not given),6,96,8,11,102,98,0,94,98,98,1.2
COc1cc(/C=C(\C#N)C(N)=O)ccc1OS(=O)(=O)c1ccc(C)cc1,8,101,15,15,102,101,10,96,100,101,1.7
CC(C)(C)N(Cc1cc2ccccc2[nH]c1=O)C(=O)c1cccnc1,19,103,1,10,95,103,nt,97,100,101,0.1
CC1Oc2ccccc2C=C1/C=N/NC(=O)c1ccccc1 (stereo not given),4,97,0,6,98,104,-23,99,101,99,0.1
CCN(CC)CCNc1ncnc2c1sc1nc(N3CCCC3)c3c(c12)CC(C)(C)OC3,11,100,5,10,98,103,2,99,99,98,3.3
CCOC(=O)C1CCCN(C(=O)CN2C(=O)COc3ccc(C(C)(C)C)cc32)C1 (stereo not given),13,97,24,31,99,104,nt,98,98,103,2.4
CCOC(=O)c1c(C)n(C)c2ccc(OCC(O)CN3C(=O)c4ccccc4S3(=O)=O)cc12 (stereo not given),11,103,2,15,99,101,0,98,102,102,0.8
O=C(Nc1ccc(NC(=O)c2cc3ccccc3o2)cc1)c1ccc2c(c1)OCCO2,21,99,-2,8,105,98,-18,95,100,100,-0.6
Cc1ccc(OCC(=O)N(Cc2ccccc2)C(C)(C)C)c([N+](=O)[O-])n1,13,104,8,12,102,105,nt,101,102,102,0.7

# Assay outcomes deposited in PubChem BioAssay by several laboratories.
